From PubChem BioAssay
Bim-Bcl-B – disrupts Bim peptide binding to human Bcl-B | Q9HD36 | bead-based flow cytometry | inhibition, % at 10 µM | 190,000 compounds, 0.073% hits;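 also: 0% = tracer peptide without compound and 100% = reference inhibitor peptide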
Bcl-XL Bim block – disrupts Bim peptide binding to human Bcl-XL | Q07817 | bead flow cytometry, fluorescence | inhibition, % at 10 µM | 190,000 compounds, 0.04% hits | AID 1007
Bcl-2 Bim block – disrupts Bim peptide binding to human Bcl-2. P10415. Bead-based flow cytometry, Bim peptide-Bcl-2 binding. inhibition, % at 10 µM. 190,000 compounds, 0.06% hits; in the data active = inhibition above about 40%; inconclusive = no clear call, values can overlap the other calls;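 also: 0% = no compound wells with probe peptide and 100% = reference peptide inhibitor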
RGS7-Gao reg – regulators of human RGS7-Galphao interaction; P09471; Multiplexed bead flow cytometry, RGS7-Galphao binding; actives lie on both sides; binding response (% of control), % at 10 µM; 220,000 compounds, 0.35% hits; in the data active = binding response below about 49% or above about 150%; inconclusive = no clear call, values can overlap the other calls; inactive = in between;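 also: fluorescent Galphao held in activated GDP-AlF4 state binding bead-coupled RGS7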
ABCG2 block – human ABCG2 inhibition, ABCB1 as counter-screen | IgMXP3 cells, JC-1 efflux, flow cytometry | Q9UNQ0 | 190,000 compounds, 0.1% hits | inhibition, % at 6.6 µM;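 active = inhibition above 80%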;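 also: 0% = DMSO and 100% = nicardipine control wells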
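Assay system – ABCG2 IgMXP3 and barcoded ABCB1 CCRF-Adr cell mix · Input – 3 million cells/mL in well · Reagent – JC-1 fluorescent substrate · Compound – single test compound dose, 6.6 µM final · Timing – 10 min exposure at 25 °C with rotation, no wash · Detection – flow cytometry of retained JC-1 fluorescence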
Mcl-1 Bim block – disrupts Bim peptide binding to human Mcl-1 | Q07820 | Bead-based flow cytometry, Bim peptide-Mcl-1 binding | inhibition, % at 10 µM | 190,000 compounds, 0.1% hits;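 also: 0% = no compound tracer wells and 100% = peptide blocker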
Bcl-W Bim block – inhibitors of Bim-Bcl-W interaction, human. 190,000 compounds, 0.02% hits. AID 952. inhibition, % at 10 µM. Q92843. bead-based flow cytometry, Bim peptide-Bcl-W binding;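 also: 0% = bound tracer without compound and 100% = peptide blocker; higher means less fluorescent Bim peptide bound to Bcl-W beads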
RGS4-Gao reg – modulates binding of RGS4 to human Galphao; P09471; Multiplexed bead flow cytometry; actives lie on both sides; binding response (% of control), % at 10 µM; 220,000 compounds, 0.33% hits; AID 1415; in the data active = binding response below about 49% or above about 150%; inactive = in between;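 also: fluorescent Galphao activated with aluminum fluoride binding bead-coupled RGS4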
Bim-Bfl-1 – disrupts Bim binding to human Bfl-1. Q16548. Bead-based flow cytometry, Bim-Bfl-1 binding inhibition. inhibition, % at 10 µM. 190,000 compounds, 0.12% hits. AID 1008;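 also: 0% = wells without compound plus tracer and 100% = blocker peptide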
ABCB1 block – inhibitors of human ABCB1 transporter, ABCG2 counter-screen. AID 1326. inhibition, % at 6.6 µM. CCRF-Adr cells, JC-1 efflux, flow cytometry. 190,000 compounds, 0.067% hits; in the data active = inhibition above about 40%;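 also: 0% = vehicle and 100% = reference inhibitor; higher value means more JC-1 retained so stronger ABCB1 efflux block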
Target sequence (P08183 whole entry, looked up): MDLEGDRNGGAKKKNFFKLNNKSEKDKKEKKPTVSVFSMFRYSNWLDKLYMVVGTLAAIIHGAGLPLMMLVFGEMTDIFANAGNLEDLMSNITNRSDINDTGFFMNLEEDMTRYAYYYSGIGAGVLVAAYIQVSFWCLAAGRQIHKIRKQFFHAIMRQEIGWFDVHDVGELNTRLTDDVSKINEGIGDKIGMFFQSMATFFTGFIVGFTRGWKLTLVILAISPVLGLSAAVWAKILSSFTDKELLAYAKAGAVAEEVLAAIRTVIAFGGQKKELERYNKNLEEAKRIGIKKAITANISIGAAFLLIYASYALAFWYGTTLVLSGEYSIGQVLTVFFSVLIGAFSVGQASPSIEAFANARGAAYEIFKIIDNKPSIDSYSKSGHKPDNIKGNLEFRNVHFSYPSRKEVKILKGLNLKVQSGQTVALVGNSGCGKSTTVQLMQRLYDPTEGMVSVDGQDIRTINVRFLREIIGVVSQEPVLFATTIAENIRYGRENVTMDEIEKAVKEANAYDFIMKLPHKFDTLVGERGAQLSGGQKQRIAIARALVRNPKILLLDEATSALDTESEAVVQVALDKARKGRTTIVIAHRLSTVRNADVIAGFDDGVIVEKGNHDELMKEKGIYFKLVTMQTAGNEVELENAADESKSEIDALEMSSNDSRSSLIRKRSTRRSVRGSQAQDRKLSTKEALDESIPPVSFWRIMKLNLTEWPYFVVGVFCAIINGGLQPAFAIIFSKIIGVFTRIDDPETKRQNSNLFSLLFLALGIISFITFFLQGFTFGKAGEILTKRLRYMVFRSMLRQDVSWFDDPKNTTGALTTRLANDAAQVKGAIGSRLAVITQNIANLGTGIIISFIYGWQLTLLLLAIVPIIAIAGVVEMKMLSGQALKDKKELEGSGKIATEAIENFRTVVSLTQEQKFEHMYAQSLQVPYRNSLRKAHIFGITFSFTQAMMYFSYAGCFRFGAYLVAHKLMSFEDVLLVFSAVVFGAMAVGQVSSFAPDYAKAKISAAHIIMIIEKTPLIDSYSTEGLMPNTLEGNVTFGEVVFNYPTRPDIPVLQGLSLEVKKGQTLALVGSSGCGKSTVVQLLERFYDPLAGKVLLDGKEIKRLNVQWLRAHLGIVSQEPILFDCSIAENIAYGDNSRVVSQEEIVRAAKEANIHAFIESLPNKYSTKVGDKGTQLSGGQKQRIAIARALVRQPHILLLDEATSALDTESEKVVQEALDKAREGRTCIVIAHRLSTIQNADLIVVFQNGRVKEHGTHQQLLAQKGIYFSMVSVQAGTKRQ
RGS8-Gao – modulates binding of RGS8 to human Galphao | response (percent of control binding), % at 10 µM | AID 1423 | P09471 | 220,000 compounds, 0.34% hits | multiplexed bead flow cytometry; actives lie on both sides; in the data active = response below about 60% or above about 140%; inactive = in between;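 also: Galphao activated as the GDP aluminium fluoride complex binding bead-coupled RGS8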
The depositor's hits bear a star; ? = inconclusive; . = not tested or not shown. Rule as the data show it, unless noted: active = inhibition above about 40%.

SMILES | Bim-Bcl-B | Bcl-XL Bim block | Bcl-2 Bim block | RGS7-Gao reg | ABCG2 block | Mcl-1 Bim block | Bcl-W Bim block | RGS4-Gao reg | Bim-Bfl-1 | ABCB1 block | RGS8-Gao
CCOC(=O)c1cc([N+](=O)[O-])sc1NC(=O)c1ccc(S(=O)(=O)N2CC3(C)CC2CC(C)(C)C3)cc1 (stereo not drawn) | 0 | -1 | 6 | 97 | -2 | -1 | -1 | 94 | -1 | -0.3 | 100
CCC1C(=O)Nc2ccccc2N1C(=O)c1ccc(Cl)nc1 (stereo not drawn) | -6 | -2 | -2 | ? | -1 | 0 | -2 | 113 | -3 | 0.4 | 111
COCCn1c(SCC(=O)Nc2cccc(OC)c2)nnc1-c1ccccc1 | 0 | 2 | -2 | 103 | 1 | -2 | -1 | 96 | -1 | 0.4 | 100
CCCCc1nn(-c2cc(Cl)ccc2OC)c2c1C(=O)CC(C)(C)C2 | -7 | 0 | -7 | 96 | 3 | 3 | 1 | 97 | -7 | 1.3 | 94
CCOc1ccc(OCC)c(NC(=O)C2CCCN(c3nc(C)cc(C)n3)C2)c1 (stereo not drawn) | -6 | -8 | -15 | 98 | 101* | -10 | -12 | 98 | -8 | 2.4 | 108
O=C(CCc1nc2ccccc2c(=O)[nH]1)OCC(=O)N1CCc2ccccc21 | -4 | 0 | -7 | 101 | 30 | -1 | -3 | 104 | -4 | -1.6 | 100
CC(C)C(O)(C#CCN1CCCC1)c1ccccc1 (stereo not drawn) | 0 | -1 | 1 | 105 | 1 | 0 | -1 | 102 | 1 | 0.3 | 105
Cc1csc(NC(=O)c2ccc(N3CCCC3=O)cc2)n1 | 4 | 0 | 0 | 102 | 2 | 2 | 2 | 100 | 0 | 0.4 | 101
O=[N+]([O-])c1ccc(/C=N/n2c(COc3ccccc3)n[nH]c2=S)cc1 | -15 | 0 | 3 | 104 | -3 | 0 | -1 | 102 | 7 | -1.2 | 103
CCOC(=O)c1c(NC(=O)CSC(=S)N(C)C)sc(C)c1C | -17 | -11 | -1 | 98 | 31 | -5 | -3 | 97 | 3 | 1.9 | 100
CSc1ccccc1C(=O)NCc1ccc(C)cc1 | -4 | -4 | 0 | 99 | 0 | -1 | -4 | 99 | -7 | -0.3 | 101
CCNC(=O)NC(=O)C(C)Sc1nnc(COc2ccccc2Cl)o1 (stereo not drawn) | -2 | -5 | 0 | 98 | 3 | -7 | -5 | 100 | -2 | 0.5 | 97
c1ccc2c(CCNc3ncnc4nc[nH]c34)cccc2c1 | -4 | -3 | -8 | 103 | 5 | -2 | -2 | 99 | -8 | -0.3 | 104
CCOC(=O)c1nc(Nc2ccccc2)c2ccccc2n1 | -11 | -11 | -11 | 102 | 35 | -10 | -4 | 101 | -16 | 0.5 | 103
COc1cccc(S(=O)(=O)N2CCN(c3ccccc3F)CC2)c1 | 4 | 8 | 2 | 114 | 2 | 6 | 7 | 118 | 3 | 0.6 | 127
O=C(NCC(c1cccnc1)N1CCOCC1)NC1CCCCC1 (stereo not drawn) | -10 | -1 | -20 | 103 | 2 | 0 | -1 | 102 | 9 | 0.5 | 103
CSc1ncccc1C(=O)OCC(=O)N(CC(C)C)C1CCS(=O)(=O)C1 (stereo not drawn) | -3 | -7 | -3 | 104 | 3 | -5 | -8 | 104 | -3 | 0.9 | 101
CCOC(=O)N1CCC(n2c(SCC(=O)N3CCC(C)CC3)nc3ccccc3c2=O)CC1 | 0 | -1 | -4 | 101 | 2 | -5 | -5 | 104 | 0 | 1.6 | 101
COc1ccc(S(=O)(=O)CC2(O)CCN(C(=O)CC(C)C)CC2)cc1 | -2 | -2 | -4 | 103 | 0 | 0 | 0 | 105 | -5 | -0.3 | 104
CCOC(=O)C1CCN(C(=O)c2n[nH]c(=O)c3ccccc23)CC1 | -7 | -7 | -11 | 98 | 7 | -4 | -1 | 100 | -16 | 0.7 | 99
CCOC(=O)C1=C(C)NC2=C(C(=O)c3ccccc32)C1c1cccnc1 (stereo not drawn) | -4 | -3 | -6 | 104 | 20 | 2 | 2 | 104 | -5 | 2.8 | 105
COC(=O)C1CCN(C(=O)COC(=O)CC(NC(N)=O)c2ccc(Cl)cc2)CC1 (stereo not drawn) | 2 | 0 | 4 | 102 | 1 | 1 | 3 | 98 | 1 | 0.6 | 99
O=C(CSc1ccc(Cl)cc1)NCc1ccco1 | -2 | 0 | -1 | 96 | 4 | -1 | 0 | 100 | -6 | 1.0 | 103
CCC1CCCCN1C(=S)NC(=O)c1ccc([N+](=O)[O-])cc1 (stereo not drawn) | -23 | -11 | -7 | 102 | 5 | -11 | -12 | 99 | -15 | 0.4 | 100
O=C(CSc1nccc(=O)[nH]1)c1ccco1 | -6 | -1 | -1 | 103 | 0 | 0 | -2 | 103 | -3 | 1.1 | 101
Cc1ccc(-n2ncc3c(=O)n(CC(=O)NC4CCCC4)cnc32)cc1C | -7 | -9 | -13 | 97 | 20 | -1 | -2 | 98 | -18 | 2.0 | 97
S=C(NCC1CCCO1)Nc1ccccc1 (stereo not drawn) | 0 | -5 | -5 | 107 | 1 | -2 | -3 | 104 | 1 | 0.8 | 102
Cc1cccc(/C=N/N2CCN(c3ccccc3)CC2)c1 | -1 | -3 | -1 | 90 | 6 | -1 | -2 | 89 | 0 | . | 69
CSc1nsc(SCC(=O)N2CCc3ccccc32)n1 | -7 | -14 | -8 | 92 | 4 | 1 | -1 | 94 | -11 | 0.7 | 97
O=C(O)c1cc2n(n1)C(C(F)(F)F)CC(c1ccccc1)N2 (stereo not drawn) | -3 | -2 | -5 | 96 | 7 | 2 | 0 | 96 | -2 | -0.5 | 99
O=C(O)c1cccc(Cn2cc(Br)cn2)c1 | -8 | -15 | -11 | 105 | 0 | -4 | -3 | 105 | -11 | 0.0 | 102
N#C[C@H]1[C@H](c2ccccc2)[C@](C#N)(C(=O)c2ccccc2)[C@@H]2C=Cc3ccccc3N21 | -1 | -1 | -2 | 99 | 9 | 1 | 2 | 98 | 9 | 3.1 | 99
O=C(O)C1CC1C(=O)Nc1cc(F)ccc1F (stereo not drawn) | -2 | -2 | -3 | 112 | 3 | -2 | 0 | 106 | -5 | 0.4 | 105
Cc1c(CNC(=O)c2cnn3c2NC(c2ccccc2)CC3C(F)(F)F)cnn1C (stereo not drawn) | 0 | 1 | 0 | 95 | 5 | 1 | 0 | 97 | 0 | 1.5 | 95
Cc1ccc(Nc2nc(CSc3nnc(-c4ccccc4)n3C)cs2)cc1 | -6 | -3 | 0 | 99 | 4 | -7 | -5 | 97 | 8 | 1.4 | 96
COc1ccc(CCNc2oc(-c3cccc4ccccc34)nc2P(=O)(OC)OC)cc1OC | -1 | 0 | 0 | 104 | 0 | 0 | 0 | 105 | 0 | -0.1 | 106
Cc1cc(C)n2nc(C(=O)Nc3ccc(N4CCOCC4)cc3)nc2n1 | 12 | -1 | 0 | 95 | -3 | 1 | 1 | 99 | -8 | -0.8 | 101
O=C(NC1CC1)c1nc2c(nnn2Cc2ccccc2Cl)c(=O)[nH]1 | -5 | -6 | -1 | 99 | 1 | -3 | -4 | 101 | 0 | 0.4 | 99
CCC1(C)Cc2c(C#N)c(N)n(N)c(=S)c2CO1 (stereo not drawn) | -7 | 0 | 3 | 102 | 6 | 2 | 3 | 98 | 7 | 1.4 | 99
CCN(CC)S(=O)(=O)c1cccc(C(=O)NC(Cc2c[nH]c3ccccc23)c2nnc3n2CCC3)c1 (stereo not drawn) | 0 | 0 | 2 | 115 | 4 | -2 | 0 | 114 | 3 | -0.1 | 122
COc1ccc(OC)c(NC(=O)Nc2cccc(Cn3cccn3)c2)c1 | -7 | -20 | -11 | 103 | 7 | -3 | -2 | 104 | -10 | 1.1 | 100
COc1ccc2c(-c3ccccc3)cc(SC(C)C(N)=O)nc2c1 (stereo not drawn) | -12 | -4 | 0 | 103 | -1 | 0 | -4 | 103 | 0 | -0.1 | 100
CC1(C)Oc2ccc(C(=O)NN)cc2NC1=O | -1 | -3 | -5 | 97 | 1 | -2 | -2 | 98 | -4 | -0.1 | 100
O=C(c1ccccc1)c1nc[nH]c1C(=O)Nc1ccccn1 | -10 | -12 | -10 | 101 | -2 | -1 | -4 | 102 | -12 | -1.5 | 96
C/C(=N\Nc1nc(N2CCCCC2)nc(N2CCOCC2)n1)c1ccccc1O | -4 | 0 | -4 | 91 | 5 | -2 | 0 | 94 | -6 | 0.5 | 100

Given with each value named: 2 of the compounds above.
> CCC1C(=O)Nc2ccccc2N1C(=O)c1ccc(Cl)nc1 (stereo not drawn)
  Bim-Bcl-B: -6	Bcl-XL Bim block: -2	Bcl-2 Bim block: -2	RGS7-Gao reg: ?	ABCG2 block: -1	Mcl-1 Bim block: 0	Bcl-W Bim block: -2	RGS4-Gao reg: 113	Bim-Bfl-1: -3	ABCB1 block: 0.4	RGS8-Gao: 111

> COCCn1c(SCC(=O)Nc2cccc(OC)c2)nnc1-c1ccccc1
  Bim-Bcl-B: 0	Bcl-XL Bim block: 2	Bcl-2 Bim block: -2	RGS7-Gao reg: 103	ABCG2 block: 1	Mcl-1 Bim block: -2	Bcl-W Bim block: -1	RGS4-Gao reg: 96	Bim-Bfl-1: -1	ABCB1 block: 0.4	RGS8-Gao: 100

Going on with the list:
SMILES | Bim-Bcl-B | Bcl-XL Bim block | Bcl-2 Bim block | RGS7-Gao reg | ABCG2 block | Mcl-1 Bim block | Bcl-W Bim block | RGS4-Gao reg | Bim-Bfl-1 | ABCB1 block | RGS8-Gao
Cc1cc(C(=O)c2ccccc2)nc2ccccc12 | -5 | -1 | -7 | 100 | 1 | 1 | 2 | 98 | -7 | 0.5 | 100
COc1ccc(N2CCN(C(=O)Nc3ccc(S(=O)(=O)N(C)C)cc3)CC2)cc1 | -9 | -1 | -12 | 98 | 4 | -6 | 0 | 102 | -12 | 0.8 | 104
CCN(CC)CCNC(=O)CCc1n[nH]c(=O)c2ccccc12 | 5 | -1 | 1 | 100 | 3 | 0 | -3 | 101 | -1 | 0.5 | 99
O=C(Nc1ccc2c(c1)CCC2)C1CCCO1 (stereo not drawn) | -19 | -17 | -21 | 100 | 17 | -13 | -9 | 102 | -28 | 1.1 | 100
COCCNC(=O)CCc1nnc(C2(c3ccc(Cl)cc3)CCC2)o1 | -6 | -1 | -4 | 95 | -1 | -2 | -3 | 95 | -7 | -1.9 | 97
O=C(COc1cccc(-n2cnnn2)c1)N1CCOCC1 | 0 | 0 | -3 | 103 | 1 | 0 | 0 | 100 | -2 | 0.4 | 103
Cc1ccc(NC(=S)NCC2CCN(C(C)c3ccccc3)C2)cc1 (stereo not drawn) | -21 | -6 | -2 | 106 | 1 | -5 | -7 | 102 | 0 | 0.9 | 101
Cn1c(SCC(=O)NCCN2C(=O)CSC2=O)nc2ccccc2c1=O | -7 | -6 | -10 | 108 | 12 | 0 | 0 | 104 | -13 | 0.2 | 102
Cc1cc(C)cc(N(CC(=O)NCC2CCCO2)C(=O)CN2C(=O)COc3ccccc32)c1 (stereo not drawn) | -9 | -5 | -12 | 102 | -1 | 0 | 0 | 101 | -7 | -2.3 | 99
